ASK1 primary: inhibitors of human ASK1 kinase | inhibition, % at 7.44 µM | AID 1159602 | hit rate 0.99% among 22,000 | AlphaScreen MKK6 phosphorylation by ASK1, luminescence; in the data active = inhibition above about 35%;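 also: 0% = median of compound wells and 100% = no enzyme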
ULK1 inh: inhibitors of human ULK1 kinase; O75385; AlphaScreen Atg13 phosphorylation by ULK1, luminescence; inhibition, % at 5.96 µM; hit rate 1.9% among 30,000; AID 1259251; in the data active = inhibition above about 43%;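 also: 0% = median of compound wells and 100% = no enzyme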
Target sequence (O75385 whole entry, looked up): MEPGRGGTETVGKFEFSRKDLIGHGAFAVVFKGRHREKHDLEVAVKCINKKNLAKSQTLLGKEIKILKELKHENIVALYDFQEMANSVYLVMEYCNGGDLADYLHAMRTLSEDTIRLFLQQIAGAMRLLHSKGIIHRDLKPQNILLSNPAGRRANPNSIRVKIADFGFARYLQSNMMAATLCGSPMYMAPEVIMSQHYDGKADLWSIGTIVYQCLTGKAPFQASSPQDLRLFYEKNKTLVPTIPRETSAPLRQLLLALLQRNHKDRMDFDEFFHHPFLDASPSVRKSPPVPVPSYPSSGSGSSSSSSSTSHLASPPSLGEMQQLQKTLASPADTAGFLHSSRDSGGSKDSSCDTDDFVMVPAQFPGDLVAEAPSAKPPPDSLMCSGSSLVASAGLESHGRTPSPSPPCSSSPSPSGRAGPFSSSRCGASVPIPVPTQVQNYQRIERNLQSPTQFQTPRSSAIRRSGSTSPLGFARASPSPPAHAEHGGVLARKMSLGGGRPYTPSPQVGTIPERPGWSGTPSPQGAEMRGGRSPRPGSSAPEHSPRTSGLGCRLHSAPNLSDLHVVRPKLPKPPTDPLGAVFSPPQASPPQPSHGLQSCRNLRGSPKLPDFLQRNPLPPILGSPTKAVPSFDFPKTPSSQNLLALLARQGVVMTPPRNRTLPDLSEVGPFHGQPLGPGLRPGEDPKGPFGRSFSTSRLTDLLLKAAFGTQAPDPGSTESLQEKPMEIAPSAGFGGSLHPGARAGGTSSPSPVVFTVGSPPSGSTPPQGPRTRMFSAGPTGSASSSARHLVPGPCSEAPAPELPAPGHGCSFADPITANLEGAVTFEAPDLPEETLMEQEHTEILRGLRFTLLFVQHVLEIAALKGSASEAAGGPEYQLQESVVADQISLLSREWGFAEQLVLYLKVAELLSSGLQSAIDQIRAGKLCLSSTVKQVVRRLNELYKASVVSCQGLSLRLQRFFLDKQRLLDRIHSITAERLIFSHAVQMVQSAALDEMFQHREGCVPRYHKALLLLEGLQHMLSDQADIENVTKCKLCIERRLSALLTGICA
The depositor's hits bear a star; nt = not tested or not shown.

SMILES | ASK1 primary | ULK1 inh
COc1ccc(CCn2c(=O)c3ncccc3n(Cc3cccc(C)c3)c2=O)cc1OC | nt | 4
O=C(NCCN1CCOCC1)c1ccnc(N2CCC(N3CCOCC3)CC2)c1 | 2 | 2
CN(C)CCCn1c(C2COc3ccc(Cl)cc3C2)nc2cc(F)c(-c3ccncc3)cc21 (stereo unspecified) | 2 | -7
NC(=O)c1ccc(-c2ncc(C(=O)NCc3cccc(C(F)(F)F)c3)s2)cc1 | -19 | -16
CN(C)c1cccc(Nc2nc(NCCOc3ccccc3)c3ncn(CCN4CCCC4=O)c3n2)c1 | 12 | 7
Nc1cccc(-c2nc(C(=O)Nc3ccc(N4CCOCC4)cc3)cs2)c1 | 14 | 3
CC(C)N(CCNC(=O)c1cnc(Nc2ncccn2)s1)C(C)C | 7 | 8
CC(C)N(CCNC(=O)Cc1cn(-c2ccc(NCc3cccnc3)nn2)c2ccccc12)C(C)C | -6 | 14
Cn1c(Nc2cc(C(=O)NCCOc3ccccc3)ccn2)nc2ccccc21 | 8 | 13
Cc1cncc2cccc(NC3CCCN(C(=O)c4cccc(Br)c4)C3)c12 (stereo unspecified) | -15 | 0
CCNc1ncc(C(=O)NC2CCN(Cc3ccccc3)CC2)s1 | 2 | 26
CN1CCN(c2ccc(-c3nc(NCCOc4ccccc4)c4ncn(-c5ccsc5)c4n3)cc2)CC1 | 18 | -3
O=C(Nc1ccc(-c2cn[nH]c2)cc1)N(Cc1ccccc1)C1CC1 | -2 | -5
NC(=O)c1ccc(-c2nc3ccc(C(=O)NCCN4CCOCC4)cc3s2)cc1 | -12 | -10
Cc1cnc(-c2ccc(C(=O)N3CCN(C)CC3)cc2)nc1NCCOc1ccccc1 | 2 | 2
CN1CCN(c2ccc(-c3nc(NCCO)c4ncn(-c5ccsc5)c4n3)cc2)CC1 | -14 | -5
N[C@@H]1CC[C@H](c2nc3ccc(-c4ccncc4)cc3[nH]2)C1 | 3 | -4
O=C(NC1CCN(Cc2ccccc2)CC1)c1cnc(N2CCN(Cc3ccc4c(c3)OCO4)CC2)s1 | 9 | -2
CCOC(=O)N1CCN(C(=O)CN(c2ccc(C)cc2C)S(C)(=O)=O)CC1 | nt | 3
CC1(C)S[C@@H]2[C@H](NC(=O)[C@H](N)c3ccccc3)C(=O)N2[C@H]1C(=O)O | nt | -9
CC(C)n1cnc2c(NCc3cccc(C(F)(F)F)c3)nc(NCc3ccc4c(c3)OCO4)nc21 | 8 | -15
Cc1noc(C)c1-c1cc(NCCN(C(C)C)C(C)C)nc(N)n1 | 0 | -5
CC(C)=N/N=C1/SC(CC(=O)O)C(=O)N1c1ccccc1 (stereo unspecified) | nt | 2
Cc1nc(Nc2ccncc2)cc(-c2ccncc2)n1 | nt | 4
CCSC1=C(C#N)C2(CCCCC2)C(C#N)=C(N)N1 | nt | -15
CN(C)CCN(Cc1cccc(Cl)c1)C(=O)Nc1ccc(-c2cn[nH]c2)cc1 | -2 | -9
c1ccc(Nc2nc(NCc3ccc4c(c3)OCO4)nc3nc[nH]c23)cc1 | 3 | -6
COc1cc(NC(=O)c2cnc(-c3c(C)noc3C)s2)cc(OC)c1OC | 17 | 4
CCCNc1nc(Nc2cc(OC)c(OC)c(OC)c2)ncc1C | 7 | 33
Cc1ccc(C(=O)Nc2cc(-n3c(C)nc4ncccc4c3=O)ccc2F)cc1 | nt | 4

A second format for some results above.
Every second line gives: ASK1 primary | ULK1 inh
- COc1ccc(CCn2c(=O)c3ncccc3n(Cc3cccc(C)c3)c2=O)cc1OC
    nt | 4
- O=C(NCCN1CCOCC1)c1ccnc(N2CCC(N3CCOCC3)CC2)c1
    2 | 2
- CN(C)CCCn1c(C2COc3ccc(Cl)cc3C2)nc2cc(F)c(-c3ccncc3)cc21 (stereo unspecified)
    2 | -7
- NC(=O)c1ccc(-c2ncc(C(=O)NCc3cccc(C(F)(F)F)c3)s2)cc1
    -19 | -16
- CN(C)c1cccc(Nc2nc(NCCOc3ccccc3)c3ncn(CCN4CCCC4=O)c3n2)c1
    12 | 7
- Nc1cccc(-c2nc(C(=O)Nc3ccc(N4CCOCC4)cc3)cs2)c1
    14 | 3
- CC(C)N(CCNC(=O)c1cnc(Nc2ncccn2)s1)C(C)C
    7 | 8
- CC(C)N(CCNC(=O)Cc1cn(-c2ccc(NCc3cccnc3)nn2)c2ccccc12)C(C)C
    -6 | 14
- Cn1c(Nc2cc(C(=O)NCCOc3ccccc3)ccn2)nc2ccccc21
    8 | 13
- Cc1cncc2cccc(NC3CCCN(C(=O)c4cccc(Br)c4)C3)c12 (stereo unspecified)
    -15 | 0
- CCNc1ncc(C(=O)NC2CCN(Cc3ccccc3)CC2)s1
    2 | 26
- CN1CCN(c2ccc(-c3nc(NCCOc4ccccc4)c4ncn(-c5ccsc5)c4n3)cc2)CC1
    18 | -3
- O=C(Nc1ccc(-c2cn[nH]c2)cc1)N(Cc1ccccc1)C1CC1
    -2 | -5
- NC(=O)c1ccc(-c2nc3ccc(C(=O)NCCN4CCOCC4)cc3s2)cc1
    -12 | -10
- Cc1cnc(-c2ccc(C(=O)N3CCN(C)CC3)cc2)nc1NCCOc1ccccc1
    2 | 2

Next compounds:
SMILES | ASK1 primary | ULK1 inh
COc1cccc(CN(C)C(=O)c2cnc3cc(-c4cn[nH]c4)ccn23)c1 | -6 | -7
O=C1CCCN1CCCNc1nc(-c2ccc(N3CCOCC3)nc2)nc2c1ncn2CCN1CCCC1=O | 4 | 5
Cn1nccc1Nc1ncc(C(=O)NCCCN2CCCC2=O)s1 | 2 | -10
COc1ccc(C(N)C(=O)N2CCC(Nc3ccc4[nH]ncc4c3)CC2)cc1 (stereo unspecified) | -3 | 8
CC(C)N(CCNC(=O)c1ccc2nc(N3CCN(Cc4ccc5c(c4)OCO5)CC3)sc2c1)C(C)C | 10 | 11
O=C1CCCN1CCCNc1nc(-c2cccs2)nc2c1ncn2-c1ccsc1 | 3 | -16
Cn1c(Nc2cc(NCCO)nc(N)n2)nc2ccccc21 | -9 | -27
c1ccc(Cn2c(-c3nnco3)cc3ccccc32)cc1 | nt | -12
FC(F)(F)c1cccc(CNc2nc(NCCN3CCOCC3)nc3nc[nH]c23)c1 | -16 | 0
COc1cc(-c2cccc3cnc(Nc4ccc(-n5cnc(C)n5)cc4)nc23)ccn1 | 29 | 4
COc1ccc(CCC(=O)NCCc2csc3nc(-c4ccccc4F)nn23)cc1 | nt | 5
Cc1cc(NCc2cccc(C(F)(F)F)c2)nc(Nc2nccc3ccccc23)n1 | -28 | -6
COc1ccc(-c2nc(NCCOc3ccccc3)c3ncn(Cc4ccc(C(F)(F)F)cc4)c3n2)cc1 | 8 | -6
CC(=O)c1ccc2c(c1)CC(c1nc3ncc(-c4ccnc(N)n4)cc3[nH]1)CO2 (stereo unspecified) | 6 | 24
CCCNc1nc(OC)nc(-c2ccc(C(N)=O)cc2)n1 | 3 | -6
COc1ccc([N+](=O)[O-])cc1-c1ccc(C=C2C(=O)NC(=S)NC2=O)o1 | nt | 3
COc1ccc(CCNC(=O)COc2cccc3ccc(N4CCCC4)nc23)cc1OC | nt | 9
CCN(CC)c1nc(Nc2cc(OC)c(OC)c(OC)c2)nc(N2CCc3ccccc3C2)n1 | 1 | -32
O=C(NCCc1ccc(O)cc1)c1csc(Nc2nccc3ccccc23)n1 | -4 | -2
CC(C)N(CCNC(=O)c1ccc2nc(Nc3nccc4ccccc34)sc2c1)C(C)C | -36 | 3
COCCNC(=O)Cc1ccc(OCCc2nc3ccc(-c4ccnc(N)n4)cc3[nH]2)cc1 | 9 | 15
CC(C)n1c(-c2ccc(N3CCN(C)CC3)cc2)nc2c(NCCOc3ccccc3)ncnc21 | 8 | 4
Cn1nccc1Nc1cc(C(=O)NC2CCN(Cc3ccccc3)CC2)c2ccccc2n1 | 22 | -23
COc1cc(Nc2ncc(C)c(NCc3cccnc3)n2)cc(OC)c1OC | 1 | 31
CC(C)(C)OC(=O)N1CCC(c2nc(-c3ccncc3)no2)CC1 | 6 | -23
O=C(NC1CCN(Cc2ccccc2)CC1)c1cc(N2CCOCC2)nc2ccccc12 | -14 | -1
c1ccc(Nc2ncnc3nc(-c4csc5ccccc45)[nH]c23)cc1 | 5 | 0
c1cnc2ccc(Nc3nccc(NC4CC4)n3)cc2c1 | -1 | 0
Nc1c(N=Nc2ccc(-c3ccc(N=Nc4cc(S(=O)(=O)O)c5ccccc5c4N)cc3)cc2)cc(S(=O)(=O)O)c2ccccc12 | nt | 56*
CC1CN(c2[nH]c(=O)n(C)c(=O)c2Cc2ccc(Br)cc2)CC(C)O1 (stereo unspecified) | nt | 1
CCCNc1ncnc2c1nc(Nc1ccccn1)n2C(C)C | -12 | 4
COc1cc(Nc2nc(-c3csc4ccccc34)nc3c2ncn3CCN2CCCC2=O)cc(OC)c1OC | 21 | -254
Cc1nn(C)c(C)c1N1C(=O)c2cccc3cccc(c23)C1=O | nt | -12
Cc1ncn(-c2ccc(Nc3cc(-c4nocc4-c4cccnc4)ccn3)cc2)n1 | 2 | 1
CC(=O)c1cccc(-c2cc(C(=O)NCCN3CCOCC3)ccn2)c1 | -10 | 0
CC(C)c1ccc(/C=C2/SC(=S)N(CC(=O)O)C2=O)cc1 | nt | 32
CCCn1c(NCc2ccco2)nc2c1c(=O)n(C)c(=O)n2C | nt | -5
COC(=O)CCc1cc2c(C)cc(=O)oc2cc1OC | nt | 6
COc1ccc(CCNc2cc(NC3CCC(O)CC3)ncn2)cc1 (stereo unspecified) | 1 | 2
C=C(C)Cn1c(SCCCCC)nc2c1c(=O)n(C)c(=O)n2C | nt | -3
CN1CCN(C(=O)c2ccc(-c3cc(Nc4ccc(N5CCOCC5)cc4)ncn3)cc2)CC1 | -17 | -1
CCOc1ccc(C=C2C(=O)NC(=S)NC2=O)cc1O | nt | 7
CCCNC(=O)c1csc(-c2ccc(OC)nc2)n1 | -3 | 7
O=C(NCC(O)c1ccc(Br)cc1)c1cn(-c2ccc3[nH]ncc3c2)nn1 (stereo unspecified) | 6 | -3
COc1ccccc1N/N=C(\Cl)C(=O)Nc1ccccc1O | nt | -12
Cc1ncn(-c2ccc(Nc3nccc(N4CC(N)C4)n3)cc2)n1 | 0 | 5
NC(=O)Cc1cn(-c2ccc(N3CCN(c4ccccn4)CC3)nn2)c2ccccc12 | -4 | 14
O=S(=O)(Cc1ccc(Cl)cc1)NCc1nc(-c2ccncc2)n[nH]1 | 9 | -2
Cc1cnc(N2CCN(c3ccccn3)CC2)nc1NCCN(C(C)C)C(C)C | -6 | -15
CN(C)c1cccc(Nc2nc(NCc3ccccc3)c3ncn(CCN4CCCC4=O)c3n2)c1 | 6 | 13
O=S(=O)(Nc1ccc(F)cc1F)c1ccc2c(c1)OCCCO2 | nt | 8
Nc1nc(NCc2ccccc2)cc(N2CCOCC2)n1 | -6 | -4
CO[C@@]1(NC(=O)Cc2cccs2)C(=O)N2C(C(=O)O)=C(COC(N)=O)CS[C@@H]21 | nt | 7
CC(=O)OC1CC2CCC1(C)C2(C)C (stereo unspecified) | nt | 16
COc1ccc(CCNC(=O)c2cccc(Nc3nccc4ccccc34)n2)cc1 | -12 | -4
c1ccc(CNc2nc(NCCN3CCOCC3)nc3c2ncn3C2CCCCC2)cc1 | 7 | 3
O=C1CCCN1CCCNc1ccnc(Nc2ccc(N3CCOCC3)cc2)n1 | 2 | 13
Cn1nccc1Nc1cc(C(=O)NCc2ccccc2)c2ccccc2n1 | -2 | -5
CCOC(=O)c1cc[n+](CC(=O)c2ccc(NC(=O)c3ccccc3)cc2)cc1 | nt | 4
Cc1cc(NCc2ccccc2)nc(NCc2ccc3c(c2)OCO3)n1 | -2 | -2

Later entries
SMILES | ASK1 primary | ULK1 inh
CCC(=O)Nc1ccccc1-c1nnn(CC(=O)NC(C)(C)C)n1 | nt | -4
CCCNC(=O)c1ccc2nc(Nc3ccncc3)sc2c1 | 2 | -2
CCNc1cc(NCc2nc3ccccc3[nH]2)nc(N)n1 | 3 | 7
CCN(CC)C(=O)C1CCCN(c2nc(NCc3nc4ccccc4[nH]3)c3cc(OC)c(OC)cc3n2)C1 (stereo unspecified) | -16 | 49*
O=C(NCc1nc2ccccc2[nH]1)c1cccc(-c2ccccc2)n1 | -3 | -1
CN1CCC(NC(=O)c2cccc(-n3cc(NC(=O)Nc4ccccc4Cl)cn3)c2)CC1 | -1 | -8
CN1CCN(C(=O)c2ccc(-c3nc(C(=O)Nc4ccc(Oc5ccccc5)cc4)cs3)cc2)CC1 | 0 | -34
CC12C(=O)OC(=O)C1(C)C1CCC2O1 (stereo unspecified) | nt | -2
Nc1nc(NCCCN2CCCC2=O)nc2c1ncn2Cc1ccc(C(F)(F)F)cc1 | 24 | -2
CC(C)n1cnc2c(NC3CC3)nc(-c3cccs3)nc21 | 4 | 4
CCOc1ccc(N2C(=O)/C(=C3/C(=O)N(C(C)=O)c4ccccc43)SC2=S)cc1 | nt | -13
COc1ccc(CCNc2cc(N3CCCC3CO)nc(N)n2)cc1 (stereo unspecified) | -1 | -6
O=C(NCCc1ccc(O)cc1)c1ccnc(-c2ccc(C(=O)NC3CC3)cc2)c1 | 8 | 20
c1ccc(-c2nc(Nc3ncccn3)cc(-c3cccnc3)n2)cc1 | nt | 7
Cn1c(Nc2cc(NCc3nc4ccccc4[nH]3)nc(N)n2)nc2ccccc21 | 14 | 10
CC(=O)c1cccc(-c2ccnc(Nc3ccc(S(N)(=O)=O)cc3)n2)c1 | -6 | 6
Cc1nn(C)c(C)c1-c1nc(NCc2cccnc2)c2[nH]cnc2n1 | -21 | 19
COc1ccc(NC(=O)CSc2ncc(-c3ccc(OC)cc3)n2C)cc1 | nt | 2
